# Rac1 wt modul: human Rac1 wildtype GTP binding, inhibitors and activators; P63000; GST-Rac1 beads, fluorescent GTP binding, flow cytometry; actives lie on both sides; 0 = cold GTP competed, 100 = untreated; GTP binding activity (% of control), % at 10 µM; 190,000 compounds, 0.27% hits; AID 757;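 active = GTP binding activity at least 20 points away from the 100% control level, either lower or higher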
# Avidin bead fluor: compound fluoresces at 488/530 nm on avidin beads; compound fluorescence 488/530 nm, flow cytometry; active compounds read high; fluorescence (KMESF) at 10 µM; 220,000 compounds, 0.38% hits; in the data active = fluorescence above about 47; also: inactives centre near 10
# Rab7 wt modul: alters GTP binding to wildtype dog Rab7 | GST-Rab7 beads, fluorescent GTP binding, flow cytometry; actives lie on both sides; untreated = 100%, excess cold GTP = 0% | GTP binding activity (percent of control), % at 10 µM | 190,000 compounds, 0.055% hits;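 active = fluorescent GTP binding to Rab7 beads changed by at least 20 points from the 100% baseline, either direction, mostly lower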;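 also: median green fluorescence of bound Bodipy-FL-GTP per Rab7 bead population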
# HRas wt GTP: changes GTP binding to wildtype human HRas; P01112; GTP binding activity, % at 10 µM; GST-Ras wt beads, Bodipy-FL-GTP binding, flow cytometry; actives lie on both sides; 190,000 compounds, 0.14% hits;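 active = GTP binding activity at least 20% away from the 100% baseline, either lowered as inhibitor or raised as activator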;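 also: 0% = unlabeled GTP competition control and 100% = no-compound control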
# Target sequence (P01112 whole entry, looked up): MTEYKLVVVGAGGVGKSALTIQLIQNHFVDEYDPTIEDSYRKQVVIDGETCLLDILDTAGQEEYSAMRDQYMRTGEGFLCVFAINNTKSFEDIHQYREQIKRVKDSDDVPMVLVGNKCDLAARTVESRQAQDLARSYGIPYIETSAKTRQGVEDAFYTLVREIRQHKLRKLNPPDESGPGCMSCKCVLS
# Mcl-1 Bim block: disrupts Bim peptide binding to human Mcl-1 | Q07820 | Bead-based flow cytometry, Bim peptide-Mcl-1 binding | inhibition, % at 10 µM | 190,000 compounds, 0.1% hits; in the data active = inhibition above about 40%;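 also: 0% = no compound tracer wells and 100% = peptide blocker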
# Target sequence (Q07820 whole entry, looked up): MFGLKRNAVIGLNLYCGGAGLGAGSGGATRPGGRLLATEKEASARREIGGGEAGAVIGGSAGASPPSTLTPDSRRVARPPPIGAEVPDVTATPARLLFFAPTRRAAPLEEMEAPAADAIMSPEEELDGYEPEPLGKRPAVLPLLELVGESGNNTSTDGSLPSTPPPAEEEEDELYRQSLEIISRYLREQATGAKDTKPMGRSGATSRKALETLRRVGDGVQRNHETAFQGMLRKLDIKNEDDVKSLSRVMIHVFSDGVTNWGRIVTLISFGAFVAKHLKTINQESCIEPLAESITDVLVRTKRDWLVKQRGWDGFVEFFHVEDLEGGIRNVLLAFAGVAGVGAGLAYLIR
# Rac1 mut GTP: human Rac1 activated mutant GTP binding change. GST-Rac1 activated beads, fluorescent GTP binding, flow cytometry; actives lie on both sides; 100% means binding = to untreated wells. percent activity (GTP binding), % at 10 µM. 190,000 compounds, 0.11% hits;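 active = GTP binding at least 20 percentage points away from the 100% baseline, in either direction, so actives lie on both sides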
# Rab2 wt GTP: changes GTP binding to wildtype dog Rab2A, up or down; GST-Rab2 wt beads, Bodipy-GTP binding, flow cytometry; GTP binding activity, % at 10 µM; 190,000 compounds, 0.19% hits; AID 760;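 active = GTP binding activity at least 20 points away from 100%, either lowered or raised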;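 also: 0% = beads with excess unlabeled GTP and 100% = no-compound control corrected for plate trend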
# Mcl1 Noxa PPI: Mcl-1/Noxa interaction inhibition; Q07820; TR-FRET Mcl-1/Noxa peptide binding, 2 h; inhibition, % at 21.7 µM; 220,000 compounds, 1.5% hits; AID 1022;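 active = compounds that cut the protein-peptide binding signal by more than 50% relative to plate controls in a single-dose test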;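 also: His-tagged Mcl-1 with rhodamine Noxa BH3 peptide and terbium anti-His antibody; 0% = Mcl-1 plus Noxa peptide wells and 100% = peptide-only wells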
# Pf gametocyte: inhibitors of late stage P. falciparum gametocyte viability; P. falciparum stage V gametocytes, ATP luminescence, 24 h; inhibition, % at 10.9 µM; 150,000 compounds, 0.065% hits;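 active = inhibition above the mean plus 3 SD of compounds within the control limits, set per campaign, cut at about 38% in these data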;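 also: 0% = DMSO wells and 100% = medium only without gametocytes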
# Mcl1 Bid PPI: Mcl-1/Bid interaction inhibition; Q07820; TR-FRET Mcl-1/Bid-Dy647 peptide binding, 1536-well; inhibition, % at 21.7 µM; 220,000 compounds, 0.97% hits;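 active = compounds that cut the binding signal by more than half at the single screening dose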;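 also: His-tagged Mcl-1 with europium anti-His antibody binding Bid BH3 peptide; 0% = Mcl-1 plus peptide wells and 100% = peptide-only wells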
# Cdc42 wt GTP: modulators (inhibitors or activators) of GTP binding to human Cdc42 wildtype; P60953; GST-Cdc42 beads, Bodipy-GTP binding, flow cytometry; actives lie on both sides; percent activity (GTP binding), % at 10 µM; 190,000 compounds, 0.2% hits; AID 761;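 active = percent activity GTP binding at least 20 points away from the 100% baseline, either down as inhibitor or up as activator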;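 also: median bead fluorescence of bound Bodipy-FL-GTP at 100 nM; 0% = excess unlabeled GTP control and 100% = no compound control; below 100% means less GTP binding so inhibitor and above means activator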
# Target sequence (P60953 whole entry, looked up): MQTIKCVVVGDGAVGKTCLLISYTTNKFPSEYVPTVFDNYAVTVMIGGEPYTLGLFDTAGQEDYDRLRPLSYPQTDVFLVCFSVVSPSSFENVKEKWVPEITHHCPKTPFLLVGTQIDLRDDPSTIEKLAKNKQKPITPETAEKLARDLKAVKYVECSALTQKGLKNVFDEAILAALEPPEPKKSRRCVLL
# * = called active by the depositor; . = not tested or not shown.
[1] Cc1cccc(C(C)(C)C)c1OCCn1ccnc1
[2] C=CCn1c(=NC(=O)c2ccco2)sc2cc(C(=O)OCC)ccc21
[3] COc1ccc(-c2nn[nH]n2)cc1OC
[4] O=C1C2C(c3ccccc3)C=CC(c3ccccc3)C2C(=O)N1c1cccnc1 (configuration not stated)
[5] CCn1c(COc2cccc(OC)c2)nnc1SCC(=O)Nc1cc(OC)ccc1OC
[6] Cc1ncc([N+](=O)[O-])n1Cc1ccc(Br)cc1
[7] Cc1cnc(C(=O)OCC(=O)Nc2ccc(Cl)cc2Cl)cn1
[8] O=C(/C=C/c1ccco1)NCc1ccccn1
[9] COc1ccc(NC(=O)C2OCCc3ccccc32)c(OC)c1 (configuration not stated)
[10] COc1ccc(OCC(=O)NNC(=O)c2ccc(-c3ccccc3)cc2)cc1
assay / entry	1	2	3	4	5	6	7	8	9	10
Rac1 wt modul	103	104	104	103	99	102	107	103	103	97
Avidin bead fluor	20	13	31	16	8	24	21	10	13	20
Rab7 wt modul	103	102	100	96	99	103	104	106	98	101
HRas wt GTP	105	102	100	100	101	99	104	99	99	99
Mcl-1 Bim block	0	-3	-1	-2	1	0	0	0	-5	4
Rac1 mut GTP	100	100	100	98	97	95	103	95	98	96
Rab2 wt GTP	103	100	101	99	99	97	105	103	100	99
Mcl1 Noxa PPI	15	24	18	20	-8	-9	-8	-19	3	-37
Pf gametocyte	.	6	-20	10	.	7	.	3	3	.
Mcl1 Bid PPI	25	51*	13	-34	-4	-16	-5	-9	-3	4
Cdc42 wt GTP	104	102	102	102	100	95	108	101	99	96

[11] O=S1(=O)NC(=NCCOCCO)c2ccccc21
[12] O=C(NCc1ccncc1)C(=O)NCC(c1ccco1)N1CCN(c2ccccc2F)CC1 (configuration not stated)
[13] COC(=O)C1=C(C)NC(=S)N(C(C)=O)C1c1ccccc1 (configuration not stated)
[14] CCc1nc(SCc2ccc(Cl)cc2)n[nH]1
[15] N/C(=N\OC(=O)c1ccc2ccccc2c1)c1ccc(Br)cc1
[16] Cc1ccc(C(=O)/C=C/N(C)C)o1
[17] CC(=O)Nc1ccc(-c2csc(NNC(=O)c3ccc(C)cc3)n2)cc1
[18] COc1ccc(CCNC(=O)COC(=O)c2cc(OC)c(OC)cc2OC)cc1OC
[19] O=C(CCCN1C(=O)c2cccc3cccc(c23)C1=O)NC1CCS(=O)(=O)C1 (configuration not stated)
[20] Cc1cc2nc(C)c(=O)n(C)c2cc1C
assay / entry	11	12	13	14	15	16	17	18	19	20
Rac1 wt modul	99	106	102	103	100	101	95	99	99	104
Avidin bead fluor	12	10	22	5	10	12	12	21	24	3
Rab7 wt modul	94	99	103	106	99	102	97	97	97	103
HRas wt GTP	96	101	103	97	98	99	94	96	98	99
Mcl-1 Bim block	1	-5	-2	-2	0	1	0	1	-2	-3
Rac1 mut GTP	95	101	98	97	98	95	96	99	96	99
Rab2 wt GTP	96	100	100	100	98	97	94	97	96	98
Mcl1 Noxa PPI	-12	5	-8	-2	15	-5	23	3	8	6
Pf gametocyte	-19	.	6	.	16	-12	-1	2	.	.
Mcl1 Bid PPI	-37	-40	-21	9	-5	-16	-28	-10	-11	15
Cdc42 wt GTP	94	103	101	96	98	95	97	97	97	100

[21] O=C(NCCCCCCNC(=O)c1ccc(Br)s1)c1ccc(Br)s1
[22] O=C1OC(c2ccccc2)c2ccccc21 (configuration not stated)
[23] CCOC(=O)c1c(NC(C)=O)sc2c(OC(C)=O)cccc12
[24] Cc1ccc(NC(=O)CSc2nnc(-c3cnccn3)n2Cc2ccco2)cc1
[25] Cc1nc([N+](=O)[O-])c(Br)n1CC(=O)c1ccc(Br)cc1
[26] COc1ccc(C(=O)N(CN2CCCC2=O)c2cc(C)on2)cc1OC
[27] O=C(NC1CCCCC1)C(c1ccncc1)N(C(=O)Cn1nnc(-c2cccs2)n1)C1CCCC1 (configuration not stated)
[28] O=C(COC(=O)C1CC1)Nc1ncc(C(F)(F)F)cc1Cl
[29] C=C(C)c1cccc(C(C)(C)NC(=O)N(Cc2ccccc2)Cc2ccco2)c1
[30] C=CCc1cccc2cc(C(=O)OCC(=O)c3ccccc3)c(=O)oc12
assay / entry	21	22	23	24	25	26	27	28	29	30
Rac1 wt modul	97	109	102	102	102	99	105	92	98	104
Avidin bead fluor	6	4	6	7	7	13	28	24	9	9
Rab7 wt modul	92	105	98	97	102	98	102	94	95	102
HRas wt GTP	96	105	100	99	98	100	101	90	98	102
Mcl-1 Bim block	3	-5	5	0	4	-4	-4	2	0	0
Rac1 mut GTP	92	100	98	98	98	97	98	92	95	97
Rab2 wt GTP	95	101	98	99	100	98	100	91	96	99
Mcl1 Noxa PPI	-36	12	16	12	10	-3	19	-8	-15	10
Pf gametocyte	1	-1	.	-14	-16	.	.	0	.	.
Mcl1 Bid PPI	-37	-12	1	7	4	1	-13	-33	6	13
Cdc42 wt GTP	92	101	101	99	97	99	100	90	100	101

# Results in Mcl1 Noxa PPI (five entries from above):
no.	molecule	Mcl1 Noxa PPI
22	O=C1OC(c2ccccc2)c2ccccc21 (configuration not stated)	12
23	CCOC(=O)c1c(NC(C)=O)sc2c(OC(C)=O)cccc12	16
24	Cc1ccc(NC(=O)CSc2nnc(-c3cnccn3)n2Cc2ccco2)cc1	12
25	Cc1nc([N+](=O)[O-])c(Br)n1CC(=O)c1ccc(Br)cc1	10
26	COc1ccc(C(=O)N(CN2CCCC2=O)c2cc(C)on2)cc1OC	-3

# A few values from the list:
# Mcl-1 Bim block result of no. 19 → -2
# Rac1 wt modul result of no. 18 → 99

# Next section:
[31] O=C(CN1CCOCC1)Nc1ccccc1-c1ccccc1
[32] CC(C)CNc1nnnc2c1sc1nc(N3CCOCC3)c3c(c12)CC(C)(C)SC3
[33] CCOC(=O)C1CCCCN1Cc1cccc(F)c1 (configuration not stated)
[34] Nn1c(SCCOc2ccccc2)nnc1-c1cccnc1
[35] Cn1c(=O)[nH]c(=O)c2c1nc(Sc1ncccn1)n2CCCc1ccccc1
[36] N#Cc1cnn(-c2nc3sc4c(c3c(=O)[nH]2)CCCC4)c1N
[37] CC1=CCC2C(=O)N(c3ccc4ccccc4n3)C(=O)C2C1 (configuration not stated)
[38] Cc1cc(C)c(N2CCN(S(=O)(=O)N3CCCCCC3)CC2)c(C)c1
[39] O=C(Cc1cccs1)NCC1CCCO1 (configuration not stated)
[40] N=C1/C(=C/c2cccn2Cc2ccc(F)cc2)C(=O)N=C2SC=CN12
assay / entry	31	32	33	34	35	36	37	38	39	40
Rac1 wt modul	104	94	94	103	104	92	105	94	101	98
Avidin bead fluor	5	13	15	16	11	38	13	15	12	10
Rab7 wt modul	102	96	94	100	105	97	99	94	104	100
HRas wt GTP	101	98	96	99	103	94	99	98	103	94
Mcl-1 Bim block	2	-2	-1	-5	-2	1	0	-4	-3	-1
Rac1 mut GTP	100	91	95	99	101	93	101	96	100	93
Rab2 wt GTP	102	96	96	100	103	93	100	97	101	94
Mcl1 Noxa PPI	16	14	27	0	1	-58	-1	-8	19	22
Pf gametocyte	.	15	0	19	.	.	.	2	21	-1
Mcl1 Bid PPI	-2	1	47	-17	-43	-39	6	-33	-21	16
Cdc42 wt GTP	105	93	96	101	100	93	101	96	104	94

# Shown as a hit in Mcl1 Bid PPI (from the list above):
cpd	canonical_smiles	Rac1 wt modul	Avidin bead fluor	Rab7 wt modul	HRas wt GTP	Mcl-1 Bim block	Rac1 mut GTP	Rab2 wt GTP	Mcl1 Noxa PPI	Mcl1 Bid PPI	Cdc42 wt GTP
2	C=CCn1c(=NC(=O)c2ccco2)sc2cc(C(=O)OCC)ccc21	104	13	102	102	-3	100	100	24	51*	102

# Later entries
[41] CC(C)CN1CCNC(=O)C1CC(=O)NCc1cnn(-c2cccc(F)c2)c1 (configuration not stated)
[42] Cc1ccc(C)c2[nH]c(=O)c(CN(Cc3ccco3)S(=O)(=O)c3ccc4c(c3)OCCO4)cc12
[43] O=C(O)c1ccc(-c2ccccn2)s1
[44] COc1ccc(C(=O)NC(C)c2nnc(SCc3ccc(Cl)c(Cl)c3)n2C)cc1 (configuration not stated)
[45] Cc1nc(C)c(-c2ccccc2)c(=O)[nH]1
[46] COc1cc(C2C(C(=O)OC(C)C)=C(C)Nc3[nH]c(=O)[nH]c(=O)c32)ccc1O (configuration not stated)
[47] O=C(NCc1nnc(SCC(=O)N2CCCc3ccccc32)o1)c1ccco1
[48] CC1CCCC(C)N1C(=O)c1cc(-c2cccs2)on1 (configuration not stated)
[49] Cc1ccc(NC2=NC3(CCCCC3)N=C(N)N2)c(C)c1
[50] O=C(C1CCC1)N1CCc2cc(S(=O)(=O)NC3CCCC3)ccc21
assay / entry	41	42	43	44	45	46	47	48	49	50
Rac1 wt modul	99	97	89	105	101	93	100	101	96	93
Avidin bead fluor	6	13	11	14	12	25	25	24	5	18
Rab7 wt modul	99	94	98	96	110	91	99	105	98	93
HRas wt GTP	97	98	92	99	102	90	97	99	98	98
Mcl-1 Bim block	4	-3	0	-1	2	-6	-3	-5	-6	0
Rac1 mut GTP	95	96	93	96	97	95	95	98	95	94
Rab2 wt GTP	100	95	92	97	106	83	96	99	97	97
Mcl1 Noxa PPI	-15	-16	0	14	-4	-4	0	-3	0	9
Pf gametocyte	-12	-23	11	-2	10	.	-13	1	7	.
Mcl1 Bid PPI	-55	-4	-6	19	-12	-50	-4	-1	9	-18
Cdc42 wt GTP	100	98	91	99	100	97	95	103	97	97

[51] C/C(N)=C(/C#N)C(=O)COC(=O)c1cc(-c2ccccc2)nc2ccc(Br)cc12
[52] Clc1nc(CN2CCOCC2)nc2sc3c(c12)CCC3
[53] CCCCCn1c(CNC(C)=O)nc2ccccc21
[54] CCN(CCCn1c(SCC#N)nc2ccccc2c1=O)c1ccccc1
[55] CC1CCc2c(sc(NC(=O)C3CCCO3)c2C#N)C1 (configuration not stated)
[56] CCOC(=O)c1cccc(NC(=O)CN(C)S(=O)(=O)c2cnc[nH]2)c1
[57] O=c1[nH]c(CCl)nc2cc(-c3ccc(Cl)cc3)sc12
[58] Nn1c(SCc2ccc(Br)cc2)nnc1-c1ccccn1
[59] O=C(NCC(=O)N(c1cccc(F)c1)C(C(=O)NC1CCCC1)c1cccnc1)c1cccs1 (configuration not stated)
assay / entry	51	52	53	54	55	56	57	58	59
Rac1 wt modul	95	98	96	96	93	106	108	96	98
Avidin bead fluor	10	9	14	29	11	4	9	10	26
Rab7 wt modul	102	99	96	94	100	105	97	102	106
HRas wt GTP	95	97	97	98	95	104	103	98	100
Mcl-1 Bim block	-2	-2	0	0	-1	2	-1	-1	-24
Rac1 mut GTP	94	93	95	95	95	101	98	96	95
Rab2 wt GTP	97	94	95	94	96	103	101	96	97
Mcl1 Noxa PPI	10	12	-3	-3	-24	3	-5	3	10
Pf gametocyte	.	-19	.	2	-29	.	.	-27	8
Mcl1 Bid PPI	-25	-20	-17	-67	-34	-6	2	-21	-1
Cdc42 wt GTP	91	95	93	95	95	106	103	92	97
